Phagocytosis inh – macrophage phagocytosis inhibition. J774A.1 macrophage IgG-bead phagocytosis, imaging. inhibition, % at 5 µM. hit rate 0.07% among 110,000;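 active means inhibition above the mean of the plate negative controls plus 5 SD, cut at about 13% in these data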;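 further: phagocytic index as fraction of beads internalized from green versus red external bead signal; plate controls were DMSO negative control for no effect and cytochalasin-D positive control for full effect; some results beyond the cut were filed as inactive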
Measles CPE – protection of cells from measles virus. Measles virus-infected cells, CPE protection, absorbance. protection (pct of control), % at 4 µM. hit rate 1.5% among 140,000; in the data active means protection mostly above about 24%, no sharp cut-off; inactive means mostly below about 26%; further: some compounds called inactive have numbers as strong as hits
PTEN del growth – growth suppressors of cells with PTEN tumor suppressor deletion; HCT116 PTEN-null viability, CellTiter-Glo, 60 h; stronger effect = lower value; viability, % at 10 µM; hit rate 1.2% among 140,000; AID 827;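 active means viability at or below a set limit, 4 SD under the median of all tested compounds, cut at about 3.7% in these data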;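 further: PTEN knockout HCT116 line with beta catenin targeted HCT116 as companion control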
bCat KO growth – beta-catenin-lacking colon tumor cell growth suppression; HCT116 beta-catenin knockout viability, CellTiter-Glo, 60 h; stronger effect = lower value; viability, % at 10 µM; hit rate 1.5% among 140,000; AID 818;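 active means viability at or under a set limit, the compound median less 4 SD, cut at about 6% in these data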;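 further: 0% = Hyamine 1622 control at 20 µM and 100% = untreated cell control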
E-sel TNF inh – blocks E-selectin expression induced by TNF alpha | HUVEC TNFa-induced E-selectin immunofluorescence, high content | inhibition, % at 2 µM | hit rate 0.71% among 120,000;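 active means inhibition above the batch mean plus 3 SD, and confirmed as a hit on visual image review, cut at about 43% in these data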;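 further: 0% = TNF-stimulated DMSO wells and 100% = unstimulated control wells; not every result past the cut was called active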
GALR2 antag – GALR2 (human) receptor antagonism; GALR2-expressing cells, antagonist mode; inhibition, % at 4 µM; hit rate 0.39% among 140,000; in the data active means inhibition above about 27%;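 further: cells stimulated with galanin 1-16 at roughly its EC80; 0% = agonist challenge control and 100% = basal control without agonist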
Target sequence (O43603 whole entry, looked up): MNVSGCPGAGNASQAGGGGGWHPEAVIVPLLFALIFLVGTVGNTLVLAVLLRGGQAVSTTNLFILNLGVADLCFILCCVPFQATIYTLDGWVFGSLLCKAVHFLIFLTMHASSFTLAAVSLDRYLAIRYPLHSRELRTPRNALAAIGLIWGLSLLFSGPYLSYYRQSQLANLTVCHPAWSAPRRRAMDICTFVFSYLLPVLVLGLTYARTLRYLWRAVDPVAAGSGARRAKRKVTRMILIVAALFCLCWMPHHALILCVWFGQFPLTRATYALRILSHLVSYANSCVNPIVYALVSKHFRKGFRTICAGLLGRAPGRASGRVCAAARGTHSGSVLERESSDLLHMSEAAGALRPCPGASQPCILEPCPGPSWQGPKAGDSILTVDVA
MRP-1 activ – activates MRP-1; H69AR cells + doxorubicin, viability rescue, CellTiter-Glo; viability increase, % at 10 µM; hit rate 0.61% among 140,000; AID 799;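 active means viability gain under doxorubicin at or above a set limit, the compound median plus 3 SD, cut at about 4.7% in these data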;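 further: MRP-1 overexpressing cells given doxorubicin 25 µM after compound pretreatment; 18-22 h compound pretreatment then 72 h with doxorubicin before readout; 0% = doxorubicin-only wells and 100% = vehicle-treated cells without doxorubicin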
BB579 growth dn – yeast BB579 growth reduction in restrictive medium | S. cerevisiae BB579 growth, OD615, 48 h | inhibition, % at 10 µM | hit rate 0.51% among 140,000 | AID 804;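 active means inhibition above a set limit, 3 SD over the mean compound inhibition, cut at about 44% in these data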; further: inactives centre near -24
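test system = yeast BB579 (DeaD) | buffer or medium = restrictive CSMM-D medium | doses = single compound dose of 10 µM, 0.25% DMSO final | times = 4 h preincubation and 48 h exposure at 30 °C | technique = culture absorbance at 615 nm | benchmarks = amphotericin B 10 µg/mL, positive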
NPY Y2 blocker – blocks the human neuropeptide Y Y2 receptor. hit rate 0.99% among 140,000. inhibition, % at 2.7 µM. P49146. NPY-Y2 expressing cells, antagonist mode; in the data active means inhibition above about 17%;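 further: 0% = vehicle with agonist challenge and 100% = reference antagonist with challenge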
Target sequence (P49146 whole entry, looked up): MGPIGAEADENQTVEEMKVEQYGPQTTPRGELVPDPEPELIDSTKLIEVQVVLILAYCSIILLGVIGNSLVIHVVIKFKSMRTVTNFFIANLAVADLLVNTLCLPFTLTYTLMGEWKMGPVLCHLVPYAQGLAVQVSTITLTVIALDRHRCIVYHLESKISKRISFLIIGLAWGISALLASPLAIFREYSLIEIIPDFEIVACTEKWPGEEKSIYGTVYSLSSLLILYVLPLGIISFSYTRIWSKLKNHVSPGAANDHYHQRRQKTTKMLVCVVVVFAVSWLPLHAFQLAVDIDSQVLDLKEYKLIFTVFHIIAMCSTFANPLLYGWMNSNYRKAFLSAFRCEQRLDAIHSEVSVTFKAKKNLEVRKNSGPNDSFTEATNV
Yeast lifespan up – extends the lifespan of yeast; S. cerevisiae growth with nicotinamide, OD615; deaD strain in restrictive glucose medium; hit rate 0.68% among 130,000; AID 775; inhibition of the nicotinamide effect, % at 10 µM;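 active means inhibition above a set limit, placed 3 SD over the median of all compounds, cut at about 26% in these data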;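 further: 0% = nicotinamide-treated wells and 100% = cells grown without nicotinamide; some compounds called inactive have numbers as strong as hits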
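Buffer or medium: CSMM-D glucose medium, restrictive; test system: modified budding yeast, DeaD strain; compound: single dose 10 µM compound, 0.25% DMSO; schedule: culture preincubation 4 h, compound exposure 48 h, both 30 °C; detection: optical density (absorbance) at 615 nm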
Active calls of the source: *; · = no result given; & = joins results of further samples.

SMILES | Phagocytosis inh | Measles CPE | PTEN del growth | bCat KO growth | E-sel TNF inh | GALR2 antag | MRP-1 activ | BB579 growth dn | NPY Y2 blocker | Yeast lifespan up
CCOC(=O)c1c(CN2CCCCC2)n(C)c2cc(Br)c(OC)cc12 | · | 6 | 47 | 32 | 4 | -7 | -5.7 | -25 | 9 | -18
CC(NS(=O)(=O)c1ccc(CCC(=O)NCC2CCCO2)cc1)c1ccccc1 (configuration not stated) | · | 15 | 100 | 86 | -20 | -9 | -2.7 | -10 | 4 | ·
C=CCSc1nnc(NC(=O)c2nc(SCC)ncc2Cl)s1 | · | 11 | 103 | 101 | 0 | -26 | 1.9 | -6 | 5 | 9
Nc1nc(SCC(=O)NC2CCCCCC2)[nH]c(=O)c1-c1ccccc1 | 0 | 14 | 92 | 96 | 13 | -1 | -1.9 | -21 | 7 | -3
COc1ccc(NC(=O)C2CCN(c3nc(C)cc(C)n3)CC2)cc1 | · | 23 | 87 | 93 | 10 | -2 | -1.3 | -8 | 1 | ·
CCCCNC(=S)Nc1cc([N+](=O)[O-])ccc1C | · | 5 | 87 | 85 | · | 4 | -3.8 | -40 | 2 | -2
NC(=O)C(c1ccc(Cl)cc1)c1ncc(C(F)(F)F)cc1Cl (configuration not stated) | · | 4 | 104 | 100 | 4 | -9 | -4.1 | -17 | 6 | 24
O=[N+]([O-])c1cc(C(F)(F)F)ccc1N/N=C/c1cc2ccccc2nc1Cl | 0 | 5 | 90 | 74 | · | -8 | -1.8 | -28 | 4 | -22
CC(C)Nc1nc(Oc2ccc(Cl)cc2Cl)cc(C(F)(F)F)n1 | 0 | 10 | 85 | 85 | -8 | 9 | 0.9 | -36 | 4 | -14
COC(=O)CCCCC1SCC2NC(=O)NC21O (configuration not stated) | 0 | 8 | 95 | 98 | 2 | -11 | 0.4 | 8 | -2 | -6
COc1ccc(NCc2nnc(SCc3ccccc3)n2-c2ccc(OC)cc2)cc1 | · | 20 | 78 | 109 | 25 | -9 | -2.5 | -15 | 4 | -6
COC(=O)c1cc2sc(Cl)cc2n1CC(=O)NCC1CCCO1 (configuration not stated) | · | 13 | 87 | 84 | -7 | -1 | -1.5 | -20 | 9 | -11
CCOc1ccccc1N(CC(=O)NC1CCCCC1)C(=O)CNC(=O)c1ccco1 | · | 16 | 99 | 97 | 14 | 20 | -1.4 | -35 | 3 | ·
COc1cc(NC(=S)N2CCC(C(O)(c3ccccc3)c3ccccc3)CC2)cc(OC)c1 | · | 2 | 84 | 77 | -4 | 7 | -2.4 | -49 | -3 | 5
O=C(Nc1nc2ccc(S(=O)(=O)N3CCCC3)cc2s1)C1CCCCC1 | 1 | 2 | 19 | 16 | -3 | -13 | -0.5 | -26 | 3 | -11
O=C(Nc1cccc(Cl)c1)c1ccc(F)c(S(=O)(=O)NCc2ccc3c(c2)OCO3)c1 | 0 | 20 | 77 | 82 | -6 | 12 | -0.3 | -25 | 3 | 3
Cc1ccc(NC(=O)C2C3CCCC2C3c2ccccc2)cc1 (configuration not stated) | -7 | 11 | 100 | 92 | 6 | -10 | -0.8 | -29 | 2 | 7
CCc1nc2cc(C)nn2c2nc3ccccc3n12 | 1 | 5 | 86 | 85 | · | 4 | -0.4 | 10 | 0 | -21
Cc1onc(-c2c(F)cccc2Cl)c1C(=O)Nc1nnc(-c2ccccc2)s1 | -1 | 4 | 89 | 89 | 12 | -9 | 0.6 | -7 | 3 | 2
O=C1Nc2ccccc2N(O)N1c1ccc(S(=O)(=O)N2CCCCCC2)cc1 | -6 | 7 | 97 | 95 | · | 6 | -1.2 | -23 | 3 | -3
Cc1cn(C2OC(COC(=O)c3ccccc3)C(OC(=O)c3ccccc3)C2OC(=O)c2ccccc2)c(=O)[nH]c1=O (configuration not stated) | · | 14 | 60 | 62 | -12 | -12 | -2.8 | -36 | 4 | ·
CCOc1ccccc1C(=O)N1CCN(C(c2ccccc2)c2ccccc2)CC1 | 5 | 12 | 69 | 72 | -13 | 4 | -1.2 | -18 | 1 | -6
O=C(CCNS(=O)(=O)c1ccc(Br)s1)Nc1ccc(Cl)cc1 | · | 18 | 83 | 88 | 0 | -3 | -0.8 | -63 | 0 | -12
COC(=O)C(NC(=O)CCc1c(C)nc2ncnn2c1C)C(C)C (configuration not stated) | -2 | 7 | 98 | 97 | -4 | 6 | 0.7 | -21 | 1 | 0
CS(=O)(=O)N1N=C(c2ccccc2)CC1c1ccc2c(c1)OCO2 (configuration not stated) | 4 | 7 | 95 | 94 | -2 | 8 | -0.9 | -32 | 2 | 5
Cc1ccc(-c2nnc(N3CCCCC3)c3ccccc23)cc1S(=O)(=O)N(C)C | · | 5 | 60 | 77 | -48 | 7 | -3.2 | -11 | 1 | -28
O=c1[nH]c2ccc(S(=O)(=O)N3CCN(C4CCCCC4)CC3)cc2[nH]c1=O | -1 | 4 | 95 | 97 | 5 | -6 | -0.7 | -30 | 2 | 1
S=C(NCc1ccccc1)NCc1ccc2c(c1)OCO2 | 5 | 9 | 102 | 93 | -12 | 12 | -0.7 | -33 | 4 | -4
Cc1cccc(N2C(=O)CC(N3CCN(c4cccc(C(F)(F)F)c4)CC3)C2=O)c1 (configuration not stated) | 3 | 10 | 83 | 85 | -11 | 1 | 0.8 | -90 | 2 | -11
Cc1cc(NC(=O)CCC(=O)N(CC(=O)NC2CCCC2)c2ccc3c(c2)OCCO3)no1 | -1 | 12 | 106 | 109 | -14 | 6 | -1.5 | -83 | 3 | -3
CCNC(=O)CC1C(=O)N(c2ccc(F)cc2)C(=O)N1CCc1ccc(OC)cc1 (configuration not stated) | -3 | 15 | 95 | 119 | · | 7 | -2.8 | -23 | 3 | -15
CNC(=O)COC(=O)c1ccc(-c2nc3ccccc3s2)s1 | -1 | 9 | 80 | 85 | -8 | -8 | 0.4 | -27 | 2 | -11
CCc1sc(C(=O)Nc2cccc(C(C)=O)c2)cc1C | -12 | · | 55 | 78 | · | 7 | -1.8 | -32 | 4 | -5
O=C(c1ccccc1NS(=O)(=O)c1ccc(Br)s1)N1CCOCC1 | -1 | 5 | 96 | 94 | -15 | 3 | -0.3 | -14 | 1 | 4
Cc1c([N+](=O)[O-])cc(C(=O)Oc2ccc(Br)cc2C(=S)N2CCCCC2)cc1[N+](=O)[O-] | · | 14 | 93 | 86 | -5 | -3 | -1.6 | -5 | -1 | 4
CCC(=O)N(Cc1cc(=O)[nH]c2ccccc12)C1CCCCC1 | 0 | 7 | 103 | 99 | 8 | 0 | -0.7 | -79 | 3 | 7
Cc1ccc(N2C(=O)/C(=C/c3ccco3)SC2=S)cc1 | -17 | 13 | 93 | 90 | · | 6 | -1.1 | -21 | -6 | -2
CCC(=O)NC(=S)Nc1ccc(NC(=O)c2ccco2)c(OC)c1 | -4 | 12 | 98 | 94 | · | -4 | -1.3 | -21 | -2 | -4
COc1ccccc1N(C)S(=O)(=O)c1ccc(C(=O)OCC(=O)NCCC2=CCCCC2)cc1 | -3 | 6 | 89 | 89 | · | -10 | -0.9 | -36 | 2 | 10
O=C(Nc1cccc(Cl)c1)c1ccc(NCCCN2CCOCC2)c([N+](=O)[O-])c1 | · | 1 | 81 | 76 | -7 | -9 | -2.9 | 8 | 4 | -6
COc1ccc(/C=N/Nc2nccnc2Cl)cc1 | 0 | 6 | 67 | 62 | 12 | -5 | -1.8 | -25 | -2 | -8
CCS(=O)(=O)c1nc2ccccc2n1CC(=O)N1CCCCC1 | · | 16 | 89 | 97 | 3 | -17 | -2.9 | -31 | 5 | -4
O=[N+]([O-])c1ccc2nc(-c3ccccc3)n(OCc3ccc(Cl)cc3)c2c1 | · | 4 | 58 | 52 | -22 | 5 | 0.1 | -16 | 5 | -16
COc1ccc2[nH]cc(C(=O)CN3CCN(C(=O)c4ccco4)CC3)c2c1 | 0 | 3 | 104 | 102 | 27 | -9 | -1.9 | -20 | -3 | -12
CCCn1c(C)cc(C(=O)CSc2nc3ccccc3c(=O)n2Cc2ccco2)c1C | · | 6 | 70 | 82 | · | -11 | -0.1 | -17 | 3 | -3
CN(C)c1ccc(/C=N/N=C2/NC(=O)/C(=C/c3ccc([N+](=O)[O-])cc3)S2)cc1 | · | 6 | 52 | 62 | -4 | 6 | -5.1 | -63 | 4 | -7
CN1CCN(Cc2cccc(Oc3ccccc3)c2)CC1 | -1 | 6 | 98 | 96 | 14 | -1 | -1.2 | 0 | 2 | -4
O=C(NCc1ccco1)C1c2ccccc2Oc2ccccc21 | 0 | 11 | 96 | 89 | · | -9 | -3.1 | -30 | -1 | -17
O=C(Nc1cccc(-c2cn3cccnc3n2)c1)c1ccc(Br)o1 | -3 | 7 | 62 | 77 | · | 8 | -1.5 | -23 | 1 | -20
CC(=O)N1CCN(C(=S)NCc2ccccc2)CC1 | 2 | 4 | 95 | 97 | · | -27 | -2.6 | -32 | 1 | 5
Cc1cc(C)nc(N(C#N)CC(=O)Nc2ccccc2)n1 | -2 | 11 | 96 | 106 | · | -3 | 0.6 | -23 | 3 | -2
O=[N+]([O-])c1cccc(-c2nnc(-c3ccc4c(c3)OCO4)o2)c1 | · | 8 | 97 | 93 | · | 0 | -0.1 | -30 | 10 | -5
Cc1ccc(C(C(=O)NC2CCCCC2)N(Cc2ccco2)C(=O)Cn2cnc3ccccc32)cc1 (configuration not stated) | · | 4 | 64 | 67 | -10 | -10 | -4.9 | -52 | 75* | ·
CN1CCN(c2nc(-c3ccccn3)nc3ccccc23)CC1 | · | 9 | 74 | 85 | 24 | 15 | -3.4 | -12 | 2 | 2
CCC(=O)N1N=C2CC(C)(C)OCC2C1c1ccccc1 (configuration not stated) | -11 | 10 | 97 | 94 | · | -3 | -1.4 | 15 | 1 | -1
O=C(CSc1nnnn1-c1ccccc1)Nc1ncc(Cc2cc(Cl)ccc2Cl)s1 | -2 | 26 | 94 | 88 | -21 | 5 | -2.1 | -33 | 2 | -4
COc1cccc(C(=O)Nc2cccc(OCC(=O)O)c2)c1 | 0 | 7 | 98&94 | 95 | -21 | 20 | 1.2 | 7 | 6 | -12
COc1ccc(NC(=O)Nc2cccc(C)n2)cc1 | -1 | 8 | 90 | 109 | -17 | 1 | -0.8 | -20 | 2 | -9
CSc1ccccc1-n1nnnc1SCC(=O)Nc1ccccc1C | -1 | 30 | 84 | 95 | · | -4 | 0.0 | -7 | 0 | -13
CCN(CC)c1ccc(/C=C/c2nc3ccccc3s2)cc1 | · | 31 | 87 | 86 | 13 | 26 | 0.1 | -65 | -1 | -4
COc1ccc(-n2c(SCC(N)=O)nnc2-c2ccccc2F)cc1 | · | 3 | 95 | 103 | -25 | 3 | -0.9 | 3 | 1 | -6

Assay outcomes from PubChem BioAssay.

The order is random. Share with any hit: about 6.1%.
